Screens (PubChem)
BLM inh: inhibitors of human Bloom syndrome helicase BLM | P54132 | recombinant BLM DNA unwinding, fluorescence dequenching | Potency, µM (series often up to 56.1 µM), inactives show at the top dose activity change, negative = inhibition, hits mostly inhibitors | hit rate 0.2% among 350,000;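 further: potency means the concentration at half of the fitted maximal effect; plate controls were vehicle for no effect and no enzyme for full effect; nearly all actives have a fitted effect of over 35% in size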
Target sequence (P54132 whole entry, looked up): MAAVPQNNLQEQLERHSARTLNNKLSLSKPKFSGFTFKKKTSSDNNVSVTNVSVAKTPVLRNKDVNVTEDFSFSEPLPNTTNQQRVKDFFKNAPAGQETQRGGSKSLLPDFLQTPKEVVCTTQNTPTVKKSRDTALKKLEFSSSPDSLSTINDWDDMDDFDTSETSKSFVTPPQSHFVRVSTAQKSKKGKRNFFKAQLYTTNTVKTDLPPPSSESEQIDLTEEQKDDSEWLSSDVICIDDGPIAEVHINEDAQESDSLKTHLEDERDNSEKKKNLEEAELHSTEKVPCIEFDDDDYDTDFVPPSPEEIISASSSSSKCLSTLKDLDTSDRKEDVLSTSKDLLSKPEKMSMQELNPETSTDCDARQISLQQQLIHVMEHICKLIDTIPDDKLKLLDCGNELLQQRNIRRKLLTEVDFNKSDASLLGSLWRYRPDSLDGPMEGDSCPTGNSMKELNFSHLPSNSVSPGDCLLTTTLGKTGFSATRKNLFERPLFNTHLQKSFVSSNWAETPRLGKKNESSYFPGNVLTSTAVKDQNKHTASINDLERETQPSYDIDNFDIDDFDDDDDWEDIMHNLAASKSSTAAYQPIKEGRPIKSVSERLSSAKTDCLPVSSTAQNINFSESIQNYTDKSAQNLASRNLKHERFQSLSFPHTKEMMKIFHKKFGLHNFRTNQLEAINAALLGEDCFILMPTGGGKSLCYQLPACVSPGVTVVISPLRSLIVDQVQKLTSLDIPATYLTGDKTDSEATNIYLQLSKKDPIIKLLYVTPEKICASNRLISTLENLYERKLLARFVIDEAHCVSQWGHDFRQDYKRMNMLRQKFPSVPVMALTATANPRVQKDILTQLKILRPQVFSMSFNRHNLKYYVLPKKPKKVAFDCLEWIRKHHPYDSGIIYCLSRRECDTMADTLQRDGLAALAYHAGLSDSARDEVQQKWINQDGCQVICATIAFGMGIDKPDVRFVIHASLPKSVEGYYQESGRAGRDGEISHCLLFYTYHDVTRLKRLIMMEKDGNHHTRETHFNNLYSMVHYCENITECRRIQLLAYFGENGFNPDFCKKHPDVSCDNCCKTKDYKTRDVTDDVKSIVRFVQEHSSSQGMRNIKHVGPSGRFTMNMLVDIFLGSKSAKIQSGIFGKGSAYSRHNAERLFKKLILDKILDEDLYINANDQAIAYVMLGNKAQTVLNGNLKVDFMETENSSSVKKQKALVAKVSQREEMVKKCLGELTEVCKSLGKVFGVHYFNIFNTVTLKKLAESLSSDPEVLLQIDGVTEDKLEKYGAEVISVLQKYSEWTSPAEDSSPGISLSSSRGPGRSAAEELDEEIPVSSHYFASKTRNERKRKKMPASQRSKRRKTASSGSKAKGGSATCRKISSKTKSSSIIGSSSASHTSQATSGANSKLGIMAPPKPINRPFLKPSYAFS
Glioma ERSR ind: induces the endoplasmic reticulum stress response in human glioma cells. Potency, µM, for the others: at the highest dose activation, usual class: activators. AID 602332. U87-MG GRP78 promoter luciferase reporter, 16 h. hit rate 0.02% among 420,000; further: potency means the concentration at half of the fitted maximal effect; series mostly up to about 76 µM; % of control where 0% means no effect; nearly all actives have a fitted effect of over 35% in size
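Stably transfected U87-MG glioma cells carrying a GRP78-based luciferase sensor; 16 h compound incubation. Luminescence end-point read 10 min after Bright-Glo addition at room temperature.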
Pol eta inh: blocks human DNA polymerase eta activity | recombinant Pol eta, fluorescent DNA replication assay | Q9Y253 | Potency, µM (top dose mostly 114 µM), inactives show at the highest dose activity change, negative = inhibition, most hits filed as inhibitors | hit rate 1.2% among 390,000; further: potency means the concentration at half of the fitted maximal effect; on the % scale 0 is the no-effect control and ±100 the full control effect
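Fluorescent replication assay: 50 nM final substrate added after a 15 min room-temperature compound preincubation with 10 nM enzyme. Signal taken at 0 min and again at 10 min.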
Apoferritin bind: binds horse apoferritin like a general anesthetic; P02791; apoferritin/1-aminoanthracene competitive binding, fluorescence; Potency, µM (top dose mostly 77.5 µM), for the others: at the highest dose activity change, negative = displacement, most hits filed as inhibitors; hit rate 0.074% among 350,000; AID 485281; further: potency means the concentration at half of the fitted maximal effect; on the % scale 0 is the no-effect control and ±100 the full control effect; nearly all actives have a fitted effect of over 20% in size
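Horse-spleen apoferritin (10 uM) was mixed with 50% saturated 1-aminoanthracene in PBS, exposed to compounds for 10 min at room temperature, and read for fluorescence (ex 380 nm, em 535 nm). Competitive displacement was fitted with a four-parameter Hill equation.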
LDHA block: LDHA (human) enzyme inhibition; P00338; purified LDHA, NADH/diaphorase-resazurin fluorescence; active compounds read low; activity change, % (values are at about 110 or 230 µM); hit rate 0.15% among 480,000; AID 1347041; in the data active means activity change below about -30%; inconclusive means mostly about -25% to -30%;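 further: plate controls were DMSO wells for no effect and wells without enzyme for full effect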
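Resorufin fluorescence (ex540/em590), read at 0 and 20 min after diaphorase/resazurin addition, reports the NADH left after a 5 min room-temperature reaction of 2 nM human LDH5 with 0.06 mM NADH and 0.2 mM pyruvate.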
APEX1 inh: APE1 (human) endonuclease inhibition; Potency, µM (top dose mostly 65.8 µM), for the others: at the top dose activity change, negative = inhibition, actives largely listed as inhibitors; recombinant APE1, TAMRA/BHQ-2 abasic DNA cleavage fluorescence; hit rate 0.35% among 350,000;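 further: potency means the concentration at half of the fitted maximal effect; plate controls were vehicle for no effect and reference inhibitor for full effect; nearly all actives have a fitted effect of over 55% in size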
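Endonuclease cleavage of a quenched abasic-site DNA duplex (50 nM) by APE1 (0.75 nM) was tracked by TAMRA dequenching. Compounds were preincubated with enzyme 15 min at room temperature; data normalized to buffer-only and DMSO wells plus NSC13755 control.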
Pol kappa inh: blocks human DNA polymerase kappa activity. Potency, µM (top dose mostly 107 µM), for the others: at the top dose activity, negative = inhibition, most hits filed as inhibitors. hit rate 0.53% among 400,000. purified Pol kappa, fluorescent DNA synthesis assay, 10 min; further: potency means the concentration at half of the fitted maximal effect; on the % scale 0 is the no-effect control and ±100 the full control effect
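Here, compound and 10 nM enzyme are combined for 15 min at room temperature; adding 50 nM substrate (final) starts DNA synthesis, tracked by fluorescence at 0 and 10 min against buffer-only wells.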
Pol beta inh: blocks human DNA polymerase beta activity; Potency, µM (series often up to 114 µM), for inactives: at the top dose activity change, negative = inhibition, hits mostly inhibitors; hit rate 1.3% among 340,000; Pol beta primer extension/strand displacement, fluorescence kinetic; further: potency means the concentration at half of the fitted maximal effect; on the % scale 0 is the no-effect control and ±100 the full control effect
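Homogeneous kinetic assay of primer extension and strand displacement by 10 nM Pol beta, preincubated 15 min at room temperature with compound before 50 nM substrate (final) was added. Read at 0 and 10 min; four-parameter Hill fit.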
POLI inh: inhibitors of human DNA polymerase iota. Q9UNA4. Pol iota fluorescent replication assay, 10 min. Potency, µM (series often up to 115 µM), for inactives: at the highest dose activity, negative = inhibition, usual class: inhibitors. hit rate 1% among 390,000; further: potency means the concentration at half of the fitted maximal effect
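Fluorescent replication assay read twice, at 0 min and 10 min after adding 50 nM (final) substrate. Enzyme (10 nM) and compounds were first incubated 15 min at room temperature; enzyme-free buffer wells were negative controls.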
* hit, by the source's call; ? = inconclusive; / = no result given; & = joins results of further samples; [ ] = remark or other dose. Unless noted, the call rests on the fitted dose curve; in most records, active means well fitted curve in the direction sought with a large enough effect; inconclusive means small, poorly fitted or top-dose-only effect, or another doubt; inactive means no such curve, though single readings can be large; an effect the other way counts as inactive or inconclusive. An excerpt, so the mix of outcomes need not match the whole.

compound | BLM inh | Glioma ERSR ind | Pol eta inh | Apoferritin bind | LDHA block | APEX1 inh | Pol kappa inh | Pol beta inh | POLI inh
CCCCCCCCCc1nc(N)n[nH]1 | -1% | -1% | -9% | ? | 2 | -8% | -18% | 0% | 15%
O=c1cc(CSc2ccc(Cl)cc2)[nH]c2[nH]n(-c3ccccc3)c(=O)c12 | -16% | -4% | -16% | -18% | -2 | -9% | ? | 40µM* | ?
Cc1nc2nc(SCC(N)=O)[nH]c2cc1Br | -9% | -2% | -3% | -22% | 0 | 0% | 0% | -5% | 2%
CCc1nnc(NC(=O)CCNC(=O)c2ccco2)s1 | -8% | -2% | -8% | 0% | -6 | 20% | -19% | 1% | 147%[activator]
COc1cc(Cl)c(NC(=O)c2cc(S(=O)(=O)N3CCOCC3)cn2C)c(OC)c1 | 0% | -1% | -7% | -5% | -5 | / | -8% | 15% | 16%
CC(=O)N1CCN(Cc2nc3cc(NC(=O)c4ccc(Cl)cc4)ccc3n2C)CC1 | -2% | 4% | -2% | -6% | 1 | -5% | -2% | 14% | 14%
CCC(C)(C(=O)NC1CCCCC1)N(C(=O)c1ccccn1)c1ccc(C)cc1 (configuration not stated) | -1% | -1% | -18% | -15% | 1 | -4% | -10% | 2% | 50%[activator]
O=C(c1ccc(CSc2nc3ccncc3[nH]2)cc1)N1CCCCC1 | 4% | -1% | -17% | 2% | -20 | ? | -13% | 0% | 23%
CC(C)CCNC(=S)Nc1ccc2nc3n(c(=O)c2c1)CCCCC3 | -3% | -2% | -14% | ? | -5 | 1% | -2% | -1% | 4%
O=C(Nc1ccc(N2CCN(C(=O)c3ccccc3)CC2)c(Cl)c1)c1cccnc1 | -1% | -3% | -16% | -17% | 2 | 2% | -8% | -5% | 32%[activator]
OC(COc1ccc(OCc2ccccc2)cc1)CN1CCOCC1 (configuration not stated) | -2% | 6% | -10% | -14% | 1 | -3% | -1% | 9% | 24%
CCOc1ccc(C2CC(=O)Nc3c2c(=O)[nH]c2ncnn32)cc1 (configuration not stated) | 3% | -3% | -2% | 1% | 1&1 | / | -16% | 7% | 13%
COc1cccc(Cn2c(=O)c(CCc3ccccc3)nc3cnc(N4CCN(C)CC4)nc32)c1 | 2% | -3% | / | / | / | -1% | -4%[60.1 µM] | / | /
CSc1nc(C)c(C(=O)Nc2ccccc2)c(C)c1C#N | -3% | -4% | 7% | -6% | -13 | -11% | -17% | -1% | 30%
C=CC[C@H](CC(=O)NCCO)C(=O)NC[C@@H](OC(=O)[C@@H](CC=C)CC(=O)OC(C)(C)C)c1ccccc1 | / | 0% | -11% | / | 1 | 30% | -17% | / | 7%
COCCNC(=O)c1ccccc1NC(=O)Nc1ccccc1 | -8% | 1% | -17% | -2% | -1 | 26% | -1% | 10% | 47%[activator]
CCOc1cc2[nH]c(=S)n(CCN3CCCCC3CC)c(=O)c2cc1OCC (configuration not stated) | 3% | -2% | -2% | -4% | -2 | 17% | -11% | 35% | 38%[activator]
COc1ccc(N2C(=O)CC(NNC(=O)c3cc(C)oc3C)C2=O)cc1 (configuration not stated) | -1% | -2% | -6% | -3% | -8 | -6% | -13% | 16% | 29%
CCOc1nc2c(c(=O)n(C)c(=O)n2C)n1Cc1ccccc1Cl | -1% | -3% | -9% | 3% | -15&-3 | -4% | -2% | 31% | 20%
CCC(C)[C@H]1CNCCN1CCC12CC3CC(CC(C3)C1)C2 (some centres not stated) | / | -3% | -2% | / | -13 | 13% | 2% | / | 132%[activator]
O=C(NCCCn1ccnc1)c1cc(-c2cccnc2)nc2ccc(Br)cc12 | -4% | -1% | -8% | -13% | -19 | 2% | -9% | -17% | 77%[activator]
O=C(NCCCN1CCOCC1)/C(=C/c1ccco1)NC(=O)c1ccccc1 | -1% | -5% | -21% | -3% | -4 | 8% | -17% | 44% | 10%
Cc1c(Cl)cccc1NC(=O)c1ccc2c(c1)CCN2S(=O)(=O)c1ccccc1 | 0% | 0% | 4% | -7% | -1 | / | -1% | 23% | -5%
Cc1ccc(OCc2ccc(C(=O)NN)o2)c([N+](=O)[O-])c1 | -7% | 0% | -18% | -24% | 0 | -4% | 8% | 27% | 7%
Cc1occc1C(=O)N1N=C(C2CC2)CC1(O)C(F)(F)F (configuration not stated) | -3% | -1% | -1% | -22% | -2 | 6% | -10% | 11% | 5%
COc1ccc(CCNC(=O)c2ccc(CS(=O)Cc3ccc(Cl)cc3)o2)cc1OC (configuration not stated) | -1% | -1% | -17% | -8% | 0 | 19% | 3% | 19% | 27%
N#Cc1ccc(C(=O)Nc2ccc(Cl)c(-c3nc4cc(Cl)ccc4o3)c2)c(F)c1 | -5% | -5% | -7% | -4% | 0 | / | -16% | 1% | -8%
COc1ccc(C2NCCC3(O)CCCCC23)c(OC)c1OC (configuration not stated) | -6% | -2% | -12% | -9% | 10 | -1% | -4% | -2% | -6%
CC(C)OCCCn1c(SCC(=O)Nc2ccccc2C(F)(F)F)nc2nccnc2c1=O | -1% | 15% | -18% | 6% | -3 | 1% | -1% | 13% | 51%[activator]
Cc1cccc(NC(=O)c2ccc3[nH]c(=O)c(=O)[nH]c3c2)n1 | 0% | 1% | -1% | -9% | 1 | 19% | 0% | 18% | 53%[activator]
Cc1ccc(SCC(=O)NCCCN2CCOCC2)cc1 | 1% | -5% | -14% | -15% | 1 | 4% | -12% | -20% | 11%
COc1cc(CN2CCNC(=O)C2CC(=O)N(C)CCN2CCOCC2)cc(OC)c1 (configuration not stated) | -2% | -1% | -6% | -5% | 4 | 2% | 9% | -4% | -8%
O=S1(=O)C=C(SCCN2CCCCC2)c2ccccc21 | 1% | 3% | -5% | ? | -1 | -6% | -7% | 33% | ?
COc1cc2ccccc2cc1C(=O)Nc1ccc(C)cc1 | -4% | 11% | -14% | -6% | 3 | -10% | -3% | ? | -11%
CCc1nn(C(C)C(=O)N2CCN(c3ccc(OC)cc3)CC2)c(=O)c2cc3occc3n12 (configuration not stated) | 0% | -5% | -6% | -14% | -10 | 48%[activator] | -7% | 27% | -11%
O=C(COc1ccc(F)cc1)Nc1ccccc1C(=O)OCc1cc(=O)n2nc(C3CC3)sc2n1 | -2% | -2% | -18% | 2% | -2 | / | -8%[60.1 µM] | 4% | 31%[activator]
O=C(Nc1ccnn1C1CCN(Cc2ccccc2OC(F)F)CC1)c1cccnc1 | -4% | -4% | -1% | -8% | -10 | 23% | -8% | 9% | 41%[activator]
O=C(Nc1ccncc1)C1CC1c1ccccc1 (configuration not stated) | 1% | 0% | -13% | -13% | -5 | -7% | -1% | 38% | 11%
COc1ccc(C(c2c(O)cc(C)n(Cc3ccco3)c2=O)N2CCCCC2)cc1OC (configuration not stated) | -1% | 5% | 0% | -17% | -1 | / | -8%[60.1 µM] | 4% | 5%
COc1ccc(C2=Nc3nc(-c4ccccc4)cn3C(c3ccc(OC)cc3)C2)cc1 (configuration not stated) | -3% | -5% | -12% | 91%[activator] | -2 | -6% | -6% | -19% | -9%
O=C(O)c1cccc(NC(=O)c2cccc(S(=O)(=O)Nc3cccc([N+](=O)[O-])c3)c2)c1 | -10% | -3% | 3% | -11% | -7 | 24% | -10% | 3% | 113%[activator]
CC(O)c1nc2ccccc2n1Cc1ccccc1 (configuration not stated) | -4% | -1% | -13% | -5% | 1 | 12% | 10% | 26% | -2%
Cc1ccc([N+](=O)[O-])cc1N=C1C(=O)Nc2ccccc21 | -7% | -3% | -3% | -1% | 5 | -22% | -13% | 14% | ?
COc1ccc2nc(SCC(=O)Nc3ccccc3OC)[nH]c2c1 | -9% | -1% | -8% | 0% | -3 | ? | -15% | -6% | 212%[activator]
CC(C)(C)S(=O)N1Cc2cc(CO)cc(-c3ccccc3)c2[C@@H]1CCO (some centres not stated) | / | -1% | -7% | / | 5 | / | 4% | / | 23%
O=S1(=O)CCC(=Nc2ccc(Cl)cc2)c2ccsc21 | -4% | -4% | -8% | -10% | -8 | 3% | -7% | -9% | -19%
Cc1cccc(NC(=O)NCc2cccnc2)c1C | 1% | -2% | 1% | 1% | -3 | 12% | -15% | 13% | -11%
COc1ccc(S(=O)(=O)N2CCN(C(=O)NCc3ccc(C)cc3)CC2)cc1 | -5% | -5% | -15% | 2% | 2 | 47% | 2% | 2% | 69%[activator]
CCCc1nnc(NC(=O)CCC(=O)N2CCN(CCn3c(C)ccc3C)CC2)s1 | -4% | -3% | -10% | -9% | 1 | 0% | 1% | 36% | 8%
Cc1ccc(/C=C(/C#N)C(=O)NC(C)c2ccccc2)o1 (configuration not stated) | -7% | -2% | -10% | 1% | 1 | 0% | -5% | 18% | 0%

Part of the list above, as labelled records:
structure: CCCc1nnc(NC(=O)CCC(=O)N2CCN(CCn3c(C)ccc3C)CC2)s1
- BLM inh: -4%
- Glioma ERSR ind: -3%
- Pol eta inh: -10%
- Apoferritin bind: -9%
- LDHA block: 1
- APEX1 inh: 0%
- Pol kappa inh: 1%
- Pol beta inh: 36%
- POLI inh: 8%

structure: COc1ccc(S(=O)(=O)N2CCN(C(=O)NCc3ccc(C)cc3)CC2)cc1
- BLM inh: -5%
- Glioma ERSR ind: -5%
- Pol eta inh: -15%
- Apoferritin bind: 2%
- LDHA block: 2
- APEX1 inh: 47%
- Pol kappa inh: 2%
- Pol beta inh: 2%
- POLI inh: 69%[activator]

structure: Cc1ccc(/C=C(/C#N)C(=O)NC(C)c2ccccc2)o1 (configuration not stated)
- BLM inh: -7%
- Glioma ERSR ind: -2%
- Pol eta inh: -10%
- Apoferritin bind: 1%
- LDHA block: 1
- APEX1 inh: 0%
- Pol kappa inh: -5%
- Pol beta inh: 18%
- POLI inh: 0%

structure: CC(C)(C)S(=O)N1Cc2cc(CO)cc(-c3ccccc3)c2[C@@H]1CCO (some centres not stated)
- BLM inh: /
- Glioma ERSR ind: -1%
- Pol eta inh: -7%
- Apoferritin bind: /
- LDHA block: 5
- APEX1 inh: /
- Pol kappa inh: 4%
- Pol beta inh: /
- POLI inh: 23%
